OX1R antag-1: OX1R (HCRTR1) antagonists, primary screen, fluorescence, CHO/OX1R cells, Fluo-8 calcium, orexin A. Orexin/Hypocretin receptor type 1 (Homo sapiens), O43613. Fluo-8 calcium fluorescence. inhibition, % at 5 µM. hit rate 0.43% among 330,000. AID 434989, 2010;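 active = inhibition above its plate's threshold, mean inhibition of all tested compounds on the plate plus 3 SD, cut at about 37% in these data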;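 note: 0% = orexin A challenge wells and 100% = SB-334867-A antagonist wells; not every result past the cut was called active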
Target sequence (O43613 whole entry, looked up): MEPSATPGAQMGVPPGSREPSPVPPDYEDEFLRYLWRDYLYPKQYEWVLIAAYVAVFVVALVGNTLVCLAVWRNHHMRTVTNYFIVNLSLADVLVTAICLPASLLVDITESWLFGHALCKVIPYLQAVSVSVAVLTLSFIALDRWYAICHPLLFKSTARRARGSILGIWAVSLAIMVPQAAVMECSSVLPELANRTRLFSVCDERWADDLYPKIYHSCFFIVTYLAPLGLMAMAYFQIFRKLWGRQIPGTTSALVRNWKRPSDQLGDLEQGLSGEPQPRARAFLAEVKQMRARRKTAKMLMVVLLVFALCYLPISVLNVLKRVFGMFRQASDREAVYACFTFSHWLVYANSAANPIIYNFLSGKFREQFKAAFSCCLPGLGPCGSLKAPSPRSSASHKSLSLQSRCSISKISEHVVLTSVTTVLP
OX1R antag-2: antagonists of human orexin 1 receptor (OX1R); OX1R-expressing cells, FRET antagonist read-out; inhibition, % at 6.6 µM; hit rate 1.8% among 330,000; AID 485270, 2010; in the data active = inhibition mostly above about 38%, no sharp cut-off; inactive = mostly below about 40%;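 note: 0% = agonist challenge alone and 100% = reference antagonist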
* marks the source's active call; other numbers are inactive results. This is a random part of the collection; any-hit rate near 2.1%.

SMILES	OX1R antag-1	OX1R antag-2
O=C(Nc1nc(-c2ccccc2Cl)cs1)c1cccnc1	-14	15
CCOC(=O)C1CCN(c2c(Nc3cc(C)cc(C)c3)c(=O)c2=O)CC1	-25	24
Cc1noc(C)c1C(=O)NNc1cc(Cl)ccc1Cl	-5	6
CCN(C[C@H]1N[C@@](C)(C(=O)OC)[C@H]2C(=O)N(C)C(=O)[C@@H]12)C(=O)Nc1ccc(F)cc1	-14	8
CN1CCc2c(OCC(=O)NC3CCCCC3)cccc2C1=O	-4	31
Cc1cccc(NC(=S)NNC(=O)c2ccccc2Br)c1	-1	17
Cc1ccc(S(=O)(=O)N(C)CCCC(=O)N2CCN(C=O)CC2)cc1	-30	5
CCN(C(=O)Cc1c(C(=O)O)n(C)c2ccccc12)c1cc(OC)ccc1OC	-3	19
COc1ccc(NC(C)=O)cc1NC(=O)c1cccc(C(F)(F)F)c1	-22	3
O=C(/C=C/c1ccc(Cl)cc1)N(Cc1ccccc1)c1ccccn1	-22	12
CSc1ncccc1C(=O)OCC(=O)Nc1ccc2c(c1)CCC2	-7	3
COc1cccc(C=Nc2cc(C)on2)c1O	-11	13
COc1cccc(CN2CCNC(=O)C2CC(=O)NCCc2cccc(C)n2)c1OC (stereo unspecified)	-5	1
CN(Cc1ccccc1)S(=O)(=O)c1ccc(Cl)nc1	-9	9
CCn1c(C)c(C)c2cc(C(=O)N3CCc4ccccc4C3)ccc21	-19	16

Four compounds already listed, arranged by number of heavy atoms, largest number first:
SMILES	OX1R antag-1	OX1R antag-2
CCN(C[C@H]1N[C@@](C)(C(=O)OC)[C@H]2C(=O)N(C)C(=O)[C@@H]12)C(=O)Nc1ccc(F)cc1	-14	8
CCN(C(=O)Cc1c(C(=O)O)n(C)c2ccccc12)c1cc(OC)ccc1OC	-3	19
CCOC(=O)C1CCN(c2c(Nc3cc(C)cc(C)c3)c(=O)c2=O)CC1	-25	24
CSc1ncccc1C(=O)OCC(=O)Nc1ccc2c(c1)CCC2	-7	3

Additional entries
SMILES	OX1R antag-1	OX1R antag-2
O=C(NCCc1ccccc1)c1cnn2c(C(F)F)cc(C3CC3)nc12	-16	22
CC1(C2CC2)NC(=O)N(CC(=O)Nc2ccc(Cl)c([N+](=O)[O-])c2)C1=O (stereo unspecified)	-14	-1
CCN(CC(=O)NCc1cccs1)C(=O)c1cccc(S(=O)(=O)NCc2ccccc2)c1	-25	10
Cc1cc(Br)ccc1NC(=O)c1ccco1	-8	0
Cc1ccc(C(=O)NCCc2ccc(S(N)(=O)=O)cc2)cc1[N+](=O)[O-]	-22	17
Cc1nn(C)c(C)c1S(=O)(=O)N1CCCC(C(=O)N2CCN(c3ccc(Cl)cc3)CC2)C1 (stereo unspecified)	-17	26
Cc1cccc(NC(=O)C2CCN(S(=O)(=O)c3cccc4nsnc34)CC2)n1	-9	64
Cc1ccc(C(=O)NCC(=O)Nc2ccccc2C(F)(F)F)cc1	-8	3
CC(=O)Nc1cccc(C(=O)/C=C/c2ccc(N(C)C)cc2)c1	100*	21
Ic1ccc(N2CCN(Cc3c[nH]c4ncccc34)CC2)cc1	-19	9
O=C(c1ccc(S(=O)(=O)c2ccccc2)cc1)N1CCc2ccccc2C1	1	16
O=C1c2ccccc2[C@@H]2CC(O)C(O)CCN12 (stereo partly specified)	-4	5
CCOC(=O)c1cc(-c2cccnc2)nn1-c1ccccc1	-4	13
CCSC1=NCCN1S(=O)(=O)c1ccccc1	-1	10
CCCN(Cc1ccccc1)C(=S)Nc1cccc(C)c1C	22	16

In a second layout: results already given.
Second line of a record – OX1R antag-1 | OX1R antag-2
Ic1ccc(N2CCN(Cc3c[nH]c4ncccc34)CC2)cc1
→ -19 | 9
O=C(c1ccc(S(=O)(=O)c2ccccc2)cc1)N1CCc2ccccc2C1
→ 1 | 16
O=C1c2ccccc2[C@@H]2CC(O)C(O)CCN12 (stereo partly specified)
→ -4 | 5
CCOC(=O)c1cc(-c2cccnc2)nn1-c1ccccc1
→ -4 | 13
CCSC1=NCCN1S(=O)(=O)c1ccccc1
→ -1 | 10

Full records, quoted from the list:
CCCN(Cc1ccccc1)C(=S)Nc1cccc(C)c1C across the screens: OX1R antag-1 = 22; OX1R antag-2 = 16
Ic1ccc(N2CCN(Cc3c[nH]c4ncccc34)CC2)cc1 across the screens: OX1R antag-1 = -19; OX1R antag-2 = 9

Going on with the list:
SMILES	OX1R antag-1	OX1R antag-2
COc1cccc(/C=N/Nc2cc(Cl)nc(C)n2)c1O	-22	38
Cc1ccc(NS(=O)(=O)c2ccc(N/N=C/c3ccccc3OCC(=O)O)c([N+](=O)[O-])c2)c(C)c1	-1	33
CCN=C(Nc1ccc2c(c1)OCO2)SC1CC(=O)N(c2ccc(OC)cc2)C1=O (stereo unspecified)	-9	12
CCn1c(=O)cc(OCC(=O)NCc2ccc(C)o2)c2ccccc21	-37	14
C1=CCC(CN2CCNCC2)CC1 (stereo unspecified)	-2	16
CC(C)C[C@H](NC(=O)OC(C)(C)C)C(=O)N1CCC(C(=O)N[C@@H](Cc2c[nH]c3ccccc23)C(=O)O)CC1	-16	-3
Cc1ccc(NC(=O)CSc2nccn(-c3ccc4c(c3)OCCO4)c2=O)cc1	-14	11
O=C(Nc1ccccc1C(=O)N1CCCCC1)c1cccc(S(=O)(=O)N2CCOCC2)c1	-29	19
Cc1c(NC(=O)OC(C)C)sc(=S)n1C	6	5
O=C(c1cccc(Cl)c1)N(Cc1ccco1)C1CCS(=O)(=O)C1 (stereo unspecified)	-11	2
CCOc1ccc(-c2c(=O)n(OCc3ccc([N+](=O)[O-])cc3)c3ccccc3[n+]2[O-])cc1	-31	14
CC1CCN(CCCOc2ccc(Br)cc2Cl)CC1	-21	9
CS(=O)(=O)c1nc(-c2ccccc2)c(-c2ccccc2)[nH]1	-14	11
CCN(CC)S(=O)(=O)c1ccc(C)c(NC(=S)N2CCN(Cc3ccc4c(c3)OCO4)CC2)c1	-22	22
CCOc1ccc(Br)cc1S(=O)(=O)Nc1cccc(S(=O)(=O)NC2=NCCC2)c1	-7	16

3 entries from above in a different format:
CC1CCN(CCCOc2ccc(Br)cc2Cl)CC1
  OX1R antag-1: -21; OX1R antag-2: 9
CCSC1=NCCN1S(=O)(=O)c1ccccc1
  OX1R antag-1: -1; OX1R antag-2: 10
O=C(c1ccc(S(=O)(=O)c2ccccc2)cc1)N1CCc2ccccc2C1
  OX1R antag-1: 1; OX1R antag-2: 16

The list goes on.
SMILES	OX1R antag-1	OX1R antag-2
CCCCN(C(=O)c1cc(-c2ccco2)nc2ccccc12)c1c(N)n(CCC)c(=O)[nH]c1=O	-9	9
COc1ccc(NC2c3ccccc3C(=O)N2c2cccnc2)cc1Cl (stereo unspecified)	-19	13
CCN1CCN(C(C)C(=O)NC2CCCCC2)CC1 (stereo unspecified)	-4	7
O=C1C2C3C=CC(C3)C2C(=O)N1Nc1ccc([N+](=O)[O-])cc1[N+](=O)[O-] (stereo unspecified)	0	38
CC(C)C1N(C(N)=S)N=CC1(C)C (stereo unspecified)	-7	11
CNC(=S)NNC(=O)c1cccc(N(C)C)c1	-13	2
Cc1cccc(OCc2n[nH]c(=S)n2Cc2ccccc2)c1	-18	1
COc1ccc(S(=O)(=O)N2CCNCC2)cc1	10	12
CCOc1ccc(Cc2nnc(N)s2)cc1OCC	-4	11
O=C(Nc1ccccc1C(=O)NCCCN1CCOCC1)c1ccc(F)cc1F	-18	-3
Cc1noc(C)c1C(=O)NCCc1ccc(Cl)cc1	2	0
Cc1nn(CC(=O)NCCc2ccc(Cl)cc2)c(=O)c2cccn12	-26	6
CC(Oc1ccc(Br)cc1)C(=O)NCC(c1cccs1)N1CCOCC1 (stereo unspecified)	-34	16
O=C1OC(N2CCN(c3ccccn3)CC2)c2ccccc21 (stereo unspecified)	-22	19
COc1ccc(NC(=O)c2nc3nc(C)cc(C(F)F)n3n2)cc1OC	-10	8
Cc1ccc(S(=O)(=O)N2CCC(=O)N(CCOC(=O)NCc3ccccc3)CC2)cc1	-28	7
CCn1c(-c2ccc(F)cc2)cnc1SCC(=O)N1CCc2ccccc21	-14	22
CC(C(=O)N1CCCCC1)N1CCN(S(=O)(=O)c2ccc(Cl)cc2)CC1 (stereo unspecified)	-15	6
COc1ccc(N(CC(=O)Nc2nc3ccc(C)cc3s2)S(=O)(=O)c2c(C)nn(C)c2C)cc1	-10	5
O=C(Cc1cccc(NC(=O)C2CCCN(C(=O)C3CCC3)C2)c1)Nc1cccc(C(=O)N2CCCC2)c1 (stereo unspecified)	-8	14
CC(C)C1(CCNC(=O)c2cccs2)CCOC(C)(C)C1 (stereo unspecified)	-24	4
COCCCNc1nc2c(-c3cccc(C(F)(F)F)c3)nnn2c2ccccc12	-18	2
Cc1cccn2c(=O)cc(COC(=O)C(C)Oc3ccccc3)nc12 (stereo unspecified)	-14	3
COCCNc1nc(NCc2ccccc2)c2cnn(C)c2n1	-8	13
Cc1noc(C)c1CSc1nnnn1-c1ccc(Cl)cc1	-39	13
Cc1oc(-c2ccccc2)cc1C(=O)NC1CCN(Cc2ccccc2)CC1	-23	5
Cc1ccc(OCCNC(=O)CCNS(=O)(=O)c2ccc(C)cc2)cc1	-23	15
Cc1ccc(NC(=O)CCC(=O)NCCO)cc1	-14	3
COCCNC(=O)C(c1ccccc1)N(Cc1cccs1)C(=O)Cn1nnc2ccccc21 (stereo unspecified)	-42	23
O=C(N/N=C/c1ccc(OC(=O)c2cccs2)cc1)c1ccc(F)cc1	-3	0
CC(=O)c1ccc(S(=O)(=O)NCc2ccc(C(=O)NCC(c3ccccc3)N(C)C)cc2)cc1 (stereo unspecified)	-6	7
COc1nc(C#N)nc(N(C)C)n1	-11	11
Cc1cc(NC(=O)C(C)SCC(=O)OC(C)C(=O)Nc2cccc(C#N)c2)no1 (stereo unspecified)	-30	16
COCCCNC(=O)c1ccccc1N(Cc1ccccc1)S(=O)(=O)c1ccc(OC)cc1	-34	8
CC(C)CSc1nc2ccccc2n1CC(N)=O	-18	12
CN1CCc2c(C#N)c(N3CCOCC3)nc(NCC3CCCO3)c2C1 (stereo unspecified)	-21	7
CCOc1ccc2ccc(OCC)c(/C=N/n3cnnc3)c2c1	-23	2
Cn1c(=O)c2c(n(Cc3ccccc3)c1=O)NC(=O)C2CC(=O)O (stereo unspecified)	-5	25
COCCNC(=O)CSc1ccc(C)cc1	-10	8
COc1ccc(OC)c(-c2csc(NC(=O)Cc3cc(OC)c(OC)c(OC)c3)n2)c1	-11	33
COc1ccc(N2C(=O)CSC2c2cccc(F)c2)cc1 (stereo unspecified)	1	2
COc1ccc(Cn2c(C)nc3c(c(=O)c4ccccc4n3C)c2=O)cc1	-2	13
COc1ccc(Nc2nnc(-c3ccc(C(N)=O)cc3)c3ccccc23)cc1	-16	20
CCN(CC)CCCNC1CCS(=O)(=O)C1 (stereo unspecified)	-3	7
COc1cccc(OC)c1C(=O)Nc1cccnc1	-5	8
CNC(=O)c1[nH]cnc1C(=O)Nc1ccc(Cl)cc1	-20	28
CCOc1cc(C(=O)OC(C(=O)NC(=O)NC)c2ccccc2)ccc1OCC(=O)N1CCOCC1 (stereo unspecified)	12	9
Cn1cncc1C#Cc1ccc2cc(CCO)oc(=O)c2c1	-16	18
COc1ccc(NC(=O)CCc2nnc3ccc(NCc4ccco4)nn23)cc1OC	17	4
CCc1sc(C(=O)Nc2ccc(F)cc2C)cc1C	-17	1
N#CCn1c2ccccc2c2nc3ccccc3nc21	-5	61
CC1CCC(NC(=O)COC(=O)c2cccnc2Cl)CC1 (stereo unspecified)	-22	0
O=C(Nc1cccc(Cl)c1)/C(=C\c1cccnc1)NC(=O)c1ccco1	-11	8
CC(C)[C@H](NC(=O)c1ccc(C(C)(C)C)cc1)C(=O)N1CCN(Cc2ccc3c(c2)OCO3)CC1	26	25
COc1ccc(C(=O)Nc2ccncc2)c(OC)c1	-4	12
CCNC(=O)NC(=O)C(C)OC(=O)CCCSc1nc2ccccc2s1 (stereo unspecified)	-20	17
N#Cc1sc2nc3c(cc2c1N)CCCC3	-30	24
CCOC(=O)c1cn(CC)c2cc(N3CCN(C)CC3)c(F)cc2c1=O	3	0
Cn1nc(-c2ccccc2)cc1NC(=O)c1ccc(Cl)cc1	-21	36
Cc1cc(C)n(-c2ccc(Oc3ccccc3)c(S(=O)(=O)O)c2)n1	-7	23
More results.
SMILES	OX1R antag-1	OX1R antag-2
COc1ccc(-c2oc(NC(C)=O)c(C#N)c2-c2ccc(OC)cc2)cc1	-4	11
Cc1ccccc1-n1c(C)nc2ccccc21	-20	13
CCCCN(C(=O)CNC(=O)c1ccco1)C(C(=O)NC1CCCCC1)c1ccc(OC)cc1OC (stereo unspecified)	-36	26
O=c1c2ccccc2oc2ccc(-c3ccc4cc[nH]c4c3)cc12	24	36
Cc1ccc(CN(c2ccc(C(=O)N3CCc4ccccc4C3)cc2)S(C)(=O)=O)cc1	-7	4
Cc1nn(-c2ccccc2)c2[nH]c(=O)c(CNc3ccc(N4CCOCC4)cc3)cc12	-25	28
Cn1cc(C(=O)c2ccccc2)cc1-c1nc2ccccc2n1C	-15	19
O=C(NNC(=O)C(O)c1ccccc1)NC1CCCCC1 (stereo unspecified)	-4	-1
C=CCn1c(SCC#N)nc2sc(CC)cc2c1=O	-18	14
O=C(Cc1ccc2c(c1)OCCO2)Nc1cccc(S(=O)(=O)N2CCOCC2)c1	-11	3
Cc1onc(-c2c(F)cccc2Cl)c1C(=O)OCc1cnc(Cl)s1	-6	15

High-throughput results: PubChem, The Scripps Research Institute Molecular Screening Center
